aSyn rescue – alpha-synuclein toxicity inhibition in yeast | Potency, µM (series often up to 46.1 µM), for inactives: at the highest dose growth rescue (activation), actives largely listed as activators | Yeast expressing alpha-synuclein, growth rescue, BacTiter-Glo, 24 h | AID 652106 | actives 0.14% (n = 370,000); note: potency is the fitted concentration of half-maximal effect; % of control where 0% means no effect; nearly all actives have a fitted effect of over 65% in size
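Screening used galactose-induced yeast with toxic alpha-synuclein levels, exposed to compound for 24 hr at 30 deg C. Cell growth, read with BacTiter-Glo luminescence, gave the measured signal.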
PTHR1 ag – activates the human parathyroid hormone receptor PTHR1; Q03431; HEK293 GP2 PTHR1 cells, GloSensor cAMP luminescence, 1 h; Potency, µM (top dose mostly 115 µM), for the others: top-dose activation, most hits filed as activators; actives 0.075% (n = 410,000); AID 743266; note: potency is the fitted concentration of half-maximal effect; nearly all actives have a fitted effect of over 55% in size; some results filed as inactive show a strong effect at the top dose; inactives centre near -15; many of its hits are not listed in these tables
Target sequence (Q03431 whole entry, looked up): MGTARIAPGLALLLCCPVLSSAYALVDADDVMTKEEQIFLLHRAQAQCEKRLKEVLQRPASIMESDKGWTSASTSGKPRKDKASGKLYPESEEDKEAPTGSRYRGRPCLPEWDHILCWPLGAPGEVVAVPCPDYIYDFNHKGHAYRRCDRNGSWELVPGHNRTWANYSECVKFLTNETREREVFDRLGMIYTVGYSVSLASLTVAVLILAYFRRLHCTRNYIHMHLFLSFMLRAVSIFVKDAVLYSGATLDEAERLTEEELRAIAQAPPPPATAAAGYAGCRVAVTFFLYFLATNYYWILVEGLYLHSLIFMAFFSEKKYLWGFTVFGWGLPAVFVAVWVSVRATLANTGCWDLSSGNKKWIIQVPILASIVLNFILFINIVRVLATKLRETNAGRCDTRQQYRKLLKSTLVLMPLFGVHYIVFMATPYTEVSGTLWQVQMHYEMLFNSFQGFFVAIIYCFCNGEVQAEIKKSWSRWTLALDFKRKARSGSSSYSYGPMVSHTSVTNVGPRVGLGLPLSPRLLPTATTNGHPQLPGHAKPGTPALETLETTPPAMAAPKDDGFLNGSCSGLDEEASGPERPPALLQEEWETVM
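HEK-293-derived GP2 cells expressing PTHR1 and a GloSensor cAMP reporter, 3,000/well, plated overnight, given luciferin plus IBMX (each 0.5 mM as added) for 1 h at 37 °C, then compound for 1 h at 37 °C. Luminescence was read after 15 min at room temperature.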
pAkt inh – inhibitors of Akt phosphorylation. actives 0.32% (n = 360,000). activity change, % for hits at 50 µM. Neuro2A IGF-stimulated pAkt S473 HTRF, 20 min; active compounds read low; in the data active = activity change below about -80%; inconclusive = mostly about -51% to -80%; note: % is set by controls: 0 for no effect and ±100 for the full control effect
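Neuro2A cells (4,500/well, DMEM with 0.5% FBS) were treated with compound at a single 50 µM final concentration, stimulated with 6 nM IGF for 20 min at 37 °C, and lysed. Phospho-Akt Ser473 was read by HTRF as 665/615 ratio ×10^4.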
DRD3 antagonist – blocks the human D3 dopamine receptor. P35462. D3R cells, DiscoveRx beta-arrestin luminescence, antagonist mode; active compounds read low. max response, negative = inhibition, %. actives 2.5% (n = 360,000); in the data active = max response below about -50%; inconclusive = no clear call, values can overlap the other calls; note: % is set by controls: 0 for no effect and ±100 for the full control effect; mostly tested at two doses, the higher about 12 µM
Target sequence (P35462 whole entry, looked up): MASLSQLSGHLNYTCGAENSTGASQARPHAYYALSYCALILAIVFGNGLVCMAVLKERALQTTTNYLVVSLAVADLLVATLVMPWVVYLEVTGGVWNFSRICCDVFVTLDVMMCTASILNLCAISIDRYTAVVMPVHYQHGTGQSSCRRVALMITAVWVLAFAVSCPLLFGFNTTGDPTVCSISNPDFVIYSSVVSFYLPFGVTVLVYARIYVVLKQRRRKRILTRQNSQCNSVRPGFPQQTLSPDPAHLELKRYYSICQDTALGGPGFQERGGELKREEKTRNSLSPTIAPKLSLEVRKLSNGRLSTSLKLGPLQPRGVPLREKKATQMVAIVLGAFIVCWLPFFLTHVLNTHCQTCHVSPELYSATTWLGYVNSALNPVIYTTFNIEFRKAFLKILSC
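Cells expressing the human receptor were seeded at 1500 cells/well, incubated overnight at 37 degrees C in 5% CO2, then exposed to library compounds with dopamine controls for 90 minutes at 37 degrees C before luminescent detection.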
GLP-1R inv ag – acts as inverse agonist at human GLP-1 receptor. HEK293 GLP-1R CRE-luciferase, luminescence, 24 h; GLP-1R form is constitutively active. Potency, µM (highest dose often 38.3 µM), for inactives: at the highest dose activity change, negative = inhibition, most hits filed as inhibitors. actives 1.6% (n = 410,000). AID 624417; note: potency is the fitted concentration of half-maximal effect; % is set by controls: 0 for no effect and ±100 for the full control effect; nearly all actives have a fitted effect of over 55% in size
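Constitutively active GLP-1R drives a cAMP-responsive luciferase in stably transfected HEK293 cells; test compounds are added after overnight (12 h) attachment and left 24 hr, and signal loss in luminescence marks inhibition.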
FUS yeast rescue – suppressors of FUS proteinopathy in yeast; S. cerevisiae FUS-expressing, growth rescue, OD600, 24 h; Potency, µM (titrated, usually from 76.6 µM), inactives show top-dose growth rescue (activation), hits mostly activators; actives 0.24% (n = 390,000);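 note: potency is the fitted concentration of half-maximal effect; plate controls were DMSO vehicle for no effect and reference control for full effect; nearly all actives have a fitted effect of over 55% in size; some results filed as inactive show a strong effect at the top dose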
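S. cerevisiae expressing FUS from galactose induction served as the toxicity model. Growth after 24hr at 30C, read as absorbance at 600 nm, indicates suppression of toxicity; compounds dosed at several concentrations.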
Abeta rescue – compounds reversing amyloid beta toxicity in yeast; yeast expressing A-beta42, growth rescue, OD600, 48 h; response scale: 0% DMSO, 100% iron-clioquinol control; Potency, µM (doses to about 46.1 µM), for inactives: at the highest dose growth rescue, most hits filed as activators; actives 0.063% (n = 410,000); AID 1347071; note: potency is the fitted concentration of half-maximal effect; nearly all actives have a fitted effect of over 55% in size
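Growth rescue measured by 600 nm absorbance after 48 h yeast culture at 30 C with compound. Values normalized between DMSO and an equimolar ferric chloride plus clioquinol control.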
TDP43 rescue – rescues yeast growth from TDP-43 toxicity | AID 652104 | TDP-43 expressing yeast growth rescue, BacTiter-Glo, 24 h | actives 1.8% (n = 410,000) | Potency, µM (titrated, usually from 46.1 µM), without a hit: top-dose growth rescue (activation), hits mostly activators; note: potency is the fitted concentration of half-maximal effect; % of control where 0% means no effect; nearly all actives have a fitted effect of over 50% in size
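Yeast cells expressing TDP-43 under galactose induction are exposed to compounds for 24 hr at 30 deg C. BacTiter-Glo luminescence measures growth, so protective compounds score as activators.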
GLP-1R agonist – GLP-1 receptor (human) agonism; actives 0.007% (n = 380,000); P43220; HEK293 GLP-1R CRE-luciferase, luminescence, 4-6 h; cells express a hypersensitive GLP-1R form; Potency, µM (highest dose often 45.6 µM), for the others: top-dose activation, actives largely listed as activators; note: potency is the fitted concentration of half-maximal effect; % of control where 0% means no effect
Active calls of the source: *; i = inactive; ? = inconclusive; nt = no result given; & = joins results of further samples; [ ] = dose if it differs, or a comment. Unless noted, calls come from the whole dose curve; as a rule, active = well fitted curve in the direction sought with a large enough effect; inconclusive = small, poorly fitted or top-dose-only effect, or another doubt; inactive = no such curve, though single readings can be large; an effect the other way counts as inactive or inconclusive. An excerpt. The share of hits here may be higher or lower than overall.

SMILES | aSyn rescue | PTHR1 ag | pAkt inh | DRD3 antagonist | GLP-1R inv ag | FUS yeast rescue | Abeta rescue | TDP43 rescue | GLP-1R agonist
N#CC1C(=N)Cc2ccccc2-c2ccccc21 (stereo unspecified) | 16.1% | i | i | -24.2 | ? | 12.3% | 18.0% | ? | 15.8%
COc1ccccc1NS(=O)(=O)c1cc(C(=O)N2CCCC2)ccc1C | -5.3% | i | i | -2.2 | -10.7% | 1.1% | -7.3% | 19.7% | 4.2%
Cc1onc(-c2ccccc2)c1C(=O)c1c[nH]c(C(=O)NCc2ccccn2)c1 | -0.6% | -31.7% | i | 5.8 | -12.1% | 17.8% | -8.9% | -5.0% | 4.4%
OC1CCN(c2c3c(nc4cc(-c5ccc(F)cc5)nn24)CCC3)CC1 | 0.5% | -11.1% | i | -26.8 | -1.1% | 10.8% | 7.4% | 10.0% | 6.4%
O=C1O/C(=C/c2ccccc2)c2ccccc21 | -6.2% | -22.4% | i | 18.7 | 20.1% | -3.4% | -48.6%[inhibitor] | -9.6% | 0.2%
Cc1cnc(C2OCCO2)c2cccc([N+](=O)[O-])c12 | -1.1% | -20.9% | i | -27.7 | 19.5% | 0.8% | -16.8% | 21.7% | -2.2%
CC(C)C(NC(=O)Nc1ccccc1)C(=O)Nc1cccc(S(=O)(=O)N(C)C)c1 (stereo unspecified) | 1.2% | -24.1% | i | -24.6 | -42.8% | 19.3% | -18.1% | -24.4% | 4.2%
Cc1ccc(C)c(N(C)C(=O)C2CCN(c3ncnc4c3nc3n4CCCCC3)CC2)c1 | nt | i | nt | nt | 9.7% | 24.3% | -9.9% | 0.0% | nt
COc1ccc(C[C@H]2CN3C(=NC[C@H]3C)N2CCNC(=O)CCC2CCCCC2)cc1 | 2.5% | -37.9% | i | -71.7* | -17.7% | -7.4% | -3.4% | 20.0% | 23.3%
COc1ccc(C(=O)Cn2nnc(-c3ccc(N4CCOCC4)cc3)n2)cc1OC | -1.1% | -70.7%[inhibitor][57.5 µM] | i | 7.8 | 42.9%[activator] | 15.4% | 15.4% | 7.9% | 19.6%
CC(C)C[C@H]1CNC(=O)C(=O)N1C[C@H](Cc1ccc(O)cc1)NC(=O)CC12CC3CC(CC(C3)C1)C2 | -6.6% | -10.9% | i | 8.4 | 8.0% | 4.6% | -10.6% | 12.3% | 0.9%
O=C(NNC(=O)c1cccnc1)Nc1cccc(Cl)c1Cl | -5.8% | i | i | -7.4 | 36.6% | 20.7% | 0.2% | -11.9% | 1.5%
Cn1c(NCc2ccccc2F)nc2cc(-c3ccsc3)sc2c1=O | 1.9% | -52.9%[inhibitor] | i | 0.4 | ? | -21.9% | -10.1% | ? | 17.0%
Cc1cccc(C(=O)NCCCNC(=O)c2ccc(C)nc2)c1 | -6.0% | i | i | -2.6 | 0.8% | 15.1% | 7.6% | -14.4% | 2.7%
COc1ccc(Nc2ncc(C(=O)N3CCN(c4ccc(F)cc4)CC3)c3ccccc23)cc1 | 2.3% | -20.5% | i | 15.9 | ? | ? | -2.0%&-3.9% | 13.6%&-4.3% | -3.6%&-3.3%
COc1cccc(NC2=C(C#N)C(=O)NC(c3cccc(OC)c3O)S2)c1 (stereo unspecified) | -0.5% | i | i | 1.6 | -6.6% | 16.0% | -5.4% | 2.8% | 7.4%
CCCCn1c(N)c(N(CC(C)C)C(=O)CSc2nnc(C)n2-c2ccc(OC)cc2)c(=O)[nH]c1=O | -0.8% | i | i | -17.2 | 16.6% | 41.2% | -10.7% | -2.4% | -2.8%
O=C(NCC1CCCO1)Nc1ccc(Cl)cc1 (stereo unspecified) | -5.1% | i | i | -20.6 | 20.2% | 6.9% | 8.2% | 0.1% | -15.4%
Cc1ccc([C@@H]2C[C@H]3[C@@H](CN2S(=O)(=O)c2ccc(Cl)cc2)C(=O)C[C@@H](c2ccccc2)N3S(=O)(=O)c2ccc(C)cc2)cc1 | 0.6% | i | i | -8.2 | -20.0% | 12.2% | 4.0% | 0.0% | -4.8%
Cc1ccccc1OCc1nc2ccccc2c(=O)n1/N=C/c1cccc([N+](=O)[O-])c1 | 3.4% | i | i | -11.4 | 4.1% | -1.3% | 6.9% | 9.9% | 1.5%

Part of the list above, set out differently:
smiles	aSyn rescue	PTHR1 ag	pAkt inh	DRD3 antagonist	GLP-1R inv ag	FUS yeast rescue	Abeta rescue	TDP43 rescue	GLP-1R agonist
N#CC1C(=N)Cc2ccccc2-c2ccccc21 (stereo unspecified)	16.1%	i	i	-24.2	?	12.3%	18.0%	?	15.8%
COc1ccccc1NS(=O)(=O)c1cc(C(=O)N2CCCC2)ccc1C	-5.3%	i	i	-2.2	-10.7%	1.1%	-7.3%	19.7%	4.2%
Cc1onc(-c2ccccc2)c1C(=O)c1c[nH]c(C(=O)NCc2ccccn2)c1	-0.6%	-31.7%	i	5.8	-12.1%	17.8%	-8.9%	-5.0%	4.4%
OC1CCN(c2c3c(nc4cc(-c5ccc(F)cc5)nn24)CCC3)CC1	0.5%	-11.1%	i	-26.8	-1.1%	10.8%	7.4%	10.0%	6.4%

(continued)
SMILES | aSyn rescue | PTHR1 ag | pAkt inh | DRD3 antagonist | GLP-1R inv ag | FUS yeast rescue | Abeta rescue | TDP43 rescue | GLP-1R agonist
COC(=O)c1ccc(Cl)cc1NC(=O)N1CCC(CN2CCCC2)CC1 | nt | -12.8% | nt | nt | -19.9% | 3.8% | -1.2% | 10.4% | nt
COc1ccc(F)cc1S(=O)(=O)Nc1cc2c3c(c1)CCC(=O)N3CCC2 | -13.9% | -41.0%[inhibitor] | i | 15.6 | 9.7% | 0.3% | -0.1% | 21.8% | 0.1%
C=CCC[C@@H](Cc1ccc(F)cc1)C(=O)OC[C@@H]1CCCN1C(=O)[C@@H](CC=C)CC(=O)N[C@@H](CO)Cc1ccccc1 | -1.4% | -54.5%[inhibitor] | i | 23.6 | -12.7% | 22.4µM* | 7.3% | 12.6µM* | -1.4%
O=C(CN1CCOCC1)NNC(=O)c1ccc(Cl)cc1 | 3.0% | i | i | 13.4 | 0.5% | -22.1% | 8.3% | 14.4% | -0.5%
CCOc1ccc(Cn2c(SCCCCC#N)nc3c2c(=O)n(C)c(=O)n3C)cc1OCC | -2.8% | -19.1% | i | -14.9 | 10.7% | 39.8% | 5.3% | 6.7% | 14.2%
Cc1ccc(C)c(-n2c(SCC(=O)O)nc3sc4c(c3c2=O)CCCC4)c1 | -4.8% | -20.1% | i | 1.0 | 7.6% | 23.4% | -13.6% | -23.4% | 25.3%
C[C@H](CO)N1C[C@H](C)[C@@H](CN(C)C(=O)C2CCOCC2)Oc2ncc(Br)cc2C1=O | 0.6% | -12.5% | i | 3.0 | 6.7% | -3.1% | 9.7% | 0.0% | 26.9%
O=C(COC(=O)c1ccc(Cl)nc1)NCc1ccco1 | -0.8% | i | i | 0.5 | 12.8% | -11.0% | -5.3% | -3.8% | -4.1%
CN1C(=O)/C(=C/c2cc(C(C)(C)C)c(O)c(C(C)(C)C)c2)NC1=S | 0.0% | -7.1% | i | -58.3* | 4.3% | nt | 8.5% | 12.0% | -0.9%
COc1ccc2c(c1)OC/C(=C/c1cccs1)C2=O | -11.4% | -41.9%[inhibitor] | i | -4.9 | 6.9% | 0.6% | -9.3% | -2.6% | -9.7%
Cc1cc(O)c(Oc2cc(C)cc(O)c2O)c(O)c1 | 7.6% | -10.8% | i | -7.6 | ? | 7.7% | -15.4% | 4.9% | -0.2%
O=C(CN(C(=O)c1csnn1)c1ccccc1F)NCc1ccc2c(c1)OCO2 | 1.9% | i | i | -11.2 | 1.8% | -10.4% | -6.8% | 12.1% | 4.7%
Cc1c(NC(=O)c2csc3c2CCCC3)c(=O)n(-c2ccccc2)n1C | -2.6% | -14.4% | i | -0.5 | -13.2% | -7.0% | 13.1% | -5.6% | 7.9%
Cc1cc2cc(CNC(=O)CC(C)C)ccc2n1C | -0.2% | i | i | -2.0 | 30.5%[activator] | 20.0% | 3.0% | -5.3% | -6.4%
O=C(COC(=O)c1cc2c(s1)CCCCC2)NC1CCS(=O)(=O)C1 (stereo unspecified) | -0.9% | i | i | 5.1 | 3.7% | 11.4% | -1.7% | 20.1% | 0.5%
COc1cc(NC(=O)COC(=O)c2ccc(C)c(S(=O)(=O)N3CCCCC3)c2)c(C)cc1[N+](=O)[O-] | 8.9% | -5.8% | i | -3.0 | -29.8% | nt | 7.0% | 0.0% | 1.4%
C[C@H]1CN([C@@H](C)CO)S(=O)(=O)c2ccc(Br)cc2O[C@@H]1CN(C)C(=O)c1cccnc1 | 2.2% | -10.7% | i | -7.3 | 22.5% | 10.2% | 0.8% | 1.8% | -4.0%
Cc1cc(NC(=O)COC(=O)c2c(C)noc2C)ccc1Br | 1.7% | -4.6% | i | 1.3 | ? | 6.3% | 11.3% | -7.7%[9.22 µM] | 8.4%
CC(C)NC(=O)COC(=O)/C=C/c1ccco1 | 0.3% | i | i | 3.7 | 3.1% | nt | 1.5% | 9.9% | -2.2%
O=C(NC(=O)c1ccc(Cl)c(Cl)c1)OC1CCS(=O)(=O)C1 (stereo unspecified) | 0.1% | -24.1%[57.5 µM] | i | 13.3 | 0.8% | 22.9% | 6.6% | 4.6% | -8.3%
NC(Cc1ccccc1)c1csc(Nc2cc(Oc3ccccc3)ncn2)n1 (stereo unspecified) | -9.1% | -41.7%[inhibitor] | i | 9.5 | ? | 26.5% | -8.4% | 13.3% | -8.2%
